# Peg3 promoter = Peg3 promoter-driven luciferase inhibitors, primary screen, cell-based, HeLa, luciferase luminescence; HeLa PEG-Prom luciferase reporter, overnight; inhibition, % at 20 µM; AID 588405, 2011; 360,000 compounds, 1.7% hits;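 active = inhibition of at least 50% at 20 µM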
# Shn3 inh set2 = reduction of Shn3 3'UTR firefly luciferase signal, primary screen, Schnurri-3 inhibitor project, cell-based, Clone20 osteoblasts, set 2 | 360,000 compounds, 0.52% hits | Clone20 osteoblast Shn3 3'UTR firefly luciferase, 24 h | inhibition, % at 12.5 µM;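 active = mean inhibition of at least 75% with every replicate also reaching 75%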;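 also: 0% = median of neutral control wells and 100% = pilot-screen positive control compound; some compounds past the cut are filed as inactive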
# TRAIL sens C8 = viability loss with TRAIL in NB7+C8 cells, primary screen, TRAIL sensitizer project, cell-based, ATPlite luminescence; inhibition (viability loss, TRAIL sensitization), % at 10 µM; 360,000 compounds, 1% hits; AID 624354, 2012;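 active = compounds causing at least 50% loss of cell viability in the single-dose screen, relative to plate controls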
# HIF-2a block = HIF-2a reporter inhibitors, primary screen, luminescence, 786-0 RCC cells; 786-0 RCC cells HIF-2a reporter, luciferase luminescence, overnight; inhibition, % at 18.8 µM; 360,000 compounds, 0.72% hits; AID 624352, 2012;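 active = inhibition of the luminescence signal of 40% or more relative to plate controls, in a single-dose primary screen at 18.75 µM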
# TRPM1 prom inh = inhibitors of MITF-dependent TRPM1 promoter reporter, primary screen, cell-based, SK-MEL-5, single point, luciferase; SK-MEL-5 TRPM1 promoter luciferase, 24 h; inhibition, % at 12.5 µM; 330,000 compounds, 0.83% hits; AID 488899, 2010;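 active = mean inhibition across replicates of 60% or more, whatever share of single replicates reaches that level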; also: values of inactives mirror those of a sister screen read the other way
# KKLEB tox = cytotoxicity in KKLEB CF airway cells, primary screen, cytotoxicity control for CF NF-kB inhibitor project, cell-based, uHTS, fluorescence assay plates | KKLEB CF airway cells viability, ATPlite luminescence, overnight; hits give low values; cells stimulated with P. aeruginosa culture filtrate | activity change (cytotoxicity), % at 5 µM | 360,000 compounds, 0.36% hits | AID 602141, 2011;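 active = corrected activity change at or below -50% at 5 µM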
# NR2E3 ag-1 = inhibitors of NR2E3-RetCOR corepressor binding, primary screen, NR2E3 agonist project, biochemical, TR-FRET, GST-NR2E3, biotin-RetCOR; Photoreceptor-specific nuclear receptor (Homo sapiens), Q9Y5X4; 1536-well; inhibition of corepressor binding, % at 4.78 µM; 320,000 compounds, 0.12% hits; AID 2300, 2010;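 active = percent inhibition above the cutoff of mean plus 3 SD of all tested compounds, set per screening campaign, cut at about 20% in these data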;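 also: 0% = DMSO wells and 100% = biotin wells as full block of FRET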
# Target sequence (Q9Y5X4 whole entry, looked up): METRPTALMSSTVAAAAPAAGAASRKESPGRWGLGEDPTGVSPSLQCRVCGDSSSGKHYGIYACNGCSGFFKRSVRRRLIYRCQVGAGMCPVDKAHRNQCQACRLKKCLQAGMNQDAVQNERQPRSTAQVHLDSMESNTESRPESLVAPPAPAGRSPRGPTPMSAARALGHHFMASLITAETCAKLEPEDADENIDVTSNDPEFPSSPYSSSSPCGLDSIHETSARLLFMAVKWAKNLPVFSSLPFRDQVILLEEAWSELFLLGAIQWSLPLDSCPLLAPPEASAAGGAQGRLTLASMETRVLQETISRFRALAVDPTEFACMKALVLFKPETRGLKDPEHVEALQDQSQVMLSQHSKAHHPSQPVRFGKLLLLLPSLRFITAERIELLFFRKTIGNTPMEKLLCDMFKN
#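 Material: NR2E3–RetCOR corepressor complex / Incubation: Compound–protein incubation for 5 h at 4 °C / Dosing: compound at 4.8 µM, single dose / Detection: time-resolved FRET / Benchmarks: high control biotin, low control 0.6% DMSO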
# NR2E3 ag-2 = NR2E3 agonists in two-hybrid cells, primary screen, cell-based, luminescence, CHO-S, Gal4-NCOR/VP16-NR2E3. 360,000 compounds, 0.35% hits. AID 602229, 2012. Photoreceptor-specific nuclear receptor (Homo sapiens), Q9Y5X4. luciferase. inhibition of corepressor binding, % at 3.98 µM;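 active = inhibition above the mean of all tested compounds plus 3 SD, cut at about 70% in these data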;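 also: 0% = DMSO with NR2E3 transfected cells and 100% = cells lacking NR2E3 construct; higher means lower luciferase signal from less NR2E3 corepressor binding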
# TROY NFkB inh = inhibitors of TROY-driven NF-kB signaling, primary screen, Q293 LMP1-TROYcd cells, NF-kB luciferase, uHTS; Q293 LMP1-TROYcd NF-kB luciferase reporter, 4 h; inhibition, % at 10 µM; 360,000 compounds, 0.98% hits; AID 1347056, 2019;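 active = compounds whose plate-normalised and pattern-corrected inhibition of the luciferase reporter signal at the single screening dose is 50% or more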
# TWEAK Fn14 block = inhibitors of TWEAK-Fn14 signaling, primary screen, luciferase reporter cells, uHTS | 360,000 compounds, 2% hits | inhibition, % at 10 µM | AID 1159606, 2016 | TWEAK-stimulated Fn14 reporter cells, luciferase luminescence, 8 h; in the data active = inhibition above about 50%
# CF NFkB inh = inhibitors of PAF-induced NF-kB signaling, primary screen, cell-based, GFP fluorescence, uHTS; KKLEB NF-kB-GFP reporter, GFP fluorescence overnight; inhibition, % at 5 µM; 360,000 compounds, 0.86% hits;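 active = at least 50% inhibition at 5 µM, scaled per plate between neutral and stimulator controls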;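 also: PAF is a Pseudomonas aeruginosa culture filtrate used as stimulus; plate controls were PAF-stimulated DMSO wells for no effect and unstimulated DMSO wells for full effect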
# Active calls of the source: *; . = no result given; & = joins results of further samples. Some of the compounds tested; count on the stated rates, not on these rows.
no.	mol	Peg3 promoter	Shn3 inh set2	TRAIL sens C8	HIF-2a block	TRPM1 prom inh	KKLEB tox
1	CCc1ccc(C(=O)NNc2cc(Cl)ccc2Cl)cc1	11	78	17	-2	-45	-9
2	Nn1c(SCC(=O)N2CCOCC2)nnc1-c1ccc(Cl)cc1Cl	-7	15	-2	12	1	-5
3	O=C(CSc1cn(CCNC(=O)c2cccs2)c2ccccc12)NC1CCCCC1	20	1	3	-4	7	4
4	Cc1ccc(NC(=O)c2cc(S(=O)(=O)N3CCOCC3)ccc2Cl)cc1S(=O)(=O)N1CCOCC1	12	-13	-11	14	-3	11
5	CCCN(CCC)C(=O)CSc1ncccc1C(=O)O	5	-11	-4	10	-2	17
6	CCCc1cc(=O)oc2cc(C)cc(OC(C)C(=O)N[C@@H](Cc3c[nH]c4ccccc34)C(=O)O)c12 (stereo partly drawn)	0	21	-6	18	5	16
7	CCN(C(=O)COC(=O)c1ccc(O)cc1O)c1c(N)n(Cc2ccccc2)c(=O)[nH]c1=O	10	-24	-19	10	3	-7
8	OC(COc1ccc(Cl)cc1)CN1CCN(c2cccc(Cl)c2)CC1 (stereo not drawn)	34	17	-5	15	-1	-8
9	CON=C(C(=O)NC1C(=O)N2C(C(=O)O)=C(CSc3nc(=O)c(=O)[nH]n3C)CSC12)c1csc(N)n1 (stereo not drawn)	3	-5	-3	-4	0	-21
10	COc1ccc(S(=O)(=O)Nc2ccc(O)c(Sc3nc4ccccc4s3)c2)cc1	26	0	-9	20	5	6
11	Cc1ccc(N2C(=O)c3n[nH]c(C)c3C2c2ccccn2)cc1 (stereo not drawn)	2	-7	-3	-10	6	8
12	Cc1ccc(S(=O)(=O)NCCC(=O)NC2CC2)cc1	-177	-1	13	-3	-7	13
13	COc1ccc(OC)c(NC(=O)Cc2coc3ccc4ccccc4c23)c1	25	4	-7	20	6	2
14	CC(=O)NC1C(OCCOc2ccc(Cl)cc2Cl)OC(COC(C)=O)C(OC(C)=O)C1OC(C)=O (stereo not drawn)	18	-17&-15	17	5	-21	3
15	COc1ccc(/C=C/C(=O)Nc2ccccc2C(=O)N2CCCC2)cc1	-72	-25	26	-103	-15	6

no.	NR2E3 ag-1	NR2E3 ag-2	TROY NFkB inh	TWEAK Fn14 block	CF NFkB inh
1	1	19	-31	-60	13
2	1	-20	-10	-14	8
3	2	5	23	-9	21
4	.	-7	-31	0	-24
5	0	-6	19	1	1
6	-1	-37	12	1	-28
7	3	-6	8	-5	-14
8	0	4	3	-3	15
9	.	-14	-1	-4	-19
10	1	16	25	8	20
11	1	18	10	-5	-13
12	6	-5	-5	-22	-16
13	2	-10	-15	24	1
14	5	-14	-18	14	3
15	-1	-28	48	47	-26

# More results
no.	mol	Peg3 promoter	Shn3 inh set2	TRAIL sens C8	HIF-2a block	TRPM1 prom inh	KKLEB tox
16	O=C(O)C1CCCN(S(=O)(=O)c2ccc(Br)s2)C1 (stereo not drawn)	4	2	-22	2	7	6
17	COc1ccc(-c2cc(NC(C)=O)c3ncc(-c4ccc(OC)c(OC)c4)n3c2)c(OC)c1	22	-4	6	-6	.	-4
18	CC(=O)COc1c(-c2ccco2)oc2ccccc2c1=O	9	0	-6	1	-15	-4
19	COC(=O)c1ccc(COc2cccc(OC)c2)o1	-105	-22	-9	-93	-51	1
20	COC(=O)[C@]1(C)N[C@H](c2ccc(-c3ccc(Cl)c(Cl)c3)cc2)[C@@H]2C(=O)N(C)C(=O)[C@@H]21	-21	26	16	-41	-8	11
21	CCn1nc2cc(C(=O)NCC34CC5CC(CC(C5)C3)C4)ccc2c1OC	-11	16	2	15	-5	-30
22	C=CC(C)Sc1nc2c(c(=O)n(C)c(=O)n2C)n1Cc1ccccc1Cl (stereo not drawn)	4	-18	12	2	.	4
23	NCc1ccccc1CS(=O)(=O)N1CCOCC1	10	-17	9	1	-1	2
24	N#Cc1cccc(CS(=O)(=O)c2ccc(Cl)cc2)c1	3	-8	33	22	-2	-4
25	CC1=[N+](C)N(c2ccccc2)C(=O)C1N=C/C=C/c1ccccc1 (stereo not drawn)	5	-86	-13	16	4	-8
26	O=C(/C=C/c1cccc([N+](=O)[O-])c1)Nc1cccc(NC(=O)c2ccco2)c1	20	-2	0	-72	-12	-4
27	COc1ccc(NC(=S)N2CCN(C(=O)c3ccco3)CC2)c(OC)c1	2	1	-1	6	7	9
28	COc1cccc(N(C(=O)c2ccco2)C(C(=O)NC2CCCC2)c2cccnc2)c1 (stereo not drawn)	6	-28	-15	7	2	9
29	COc1cc(C(=O)OCC(=O)NC2CCCCC2)cc(OC)c1OC	14	-5	3	2	-1	-8
30	Cc1ccccc1N=Nc1c(O)[nH]c2ccccc12	-153	-15	-8	-46	.	12

no.	NR2E3 ag-1	NR2E3 ag-2	TROY NFkB inh	TWEAK Fn14 block	CF NFkB inh
16	4	-6	13	-13	6
17	.	-17	-16	8	-5
18	.	15	-11	2	0
19	-2	-45	-11	-3	-4
20	0	-12	23	13	0
21	2	-22	-1	-19	16
22	4	-5	15	4	3
23	.	0	-9	4	11
24	-4	5	15	1	-14
25	-3	-21	-4	0	6
26	2	2	-6	14	0
27	-1	-13	-5	-3	1
28	1	14	6	-4	-2
29	.	1	-4	-16	-22
30	1	-51	-8	6	-4

# Next section (6 carried over from the part before).
no.	mol	Peg3 promoter	Shn3 inh set2	TRAIL sens C8	HIF-2a block	TRPM1 prom inh	KKLEB tox
25	CC1=[N+](C)N(c2ccccc2)C(=O)C1N=C/C=C/c1ccccc1 (stereo not drawn)	5	-86	-13	16	4	-8
26	O=C(/C=C/c1cccc([N+](=O)[O-])c1)Nc1cccc(NC(=O)c2ccco2)c1	20	-2	0	-72	-12	-4
27	COc1ccc(NC(=S)N2CCN(C(=O)c3ccco3)CC2)c(OC)c1	2	1	-1	6	7	9
28	COc1cccc(N(C(=O)c2ccco2)C(C(=O)NC2CCCC2)c2cccnc2)c1 (stereo not drawn)	6	-28	-15	7	2	9
29	COc1cc(C(=O)OCC(=O)NC2CCCCC2)cc(OC)c1OC	14	-5	3	2	-1	-8
30	Cc1ccccc1N=Nc1c(O)[nH]c2ccccc12	-153	-15	-8	-46	.	12
31	O=C1Cc2cc(S(=O)(=O)N3CCN(c4ccc(O)cc4)CC3)ccc2N1	14	-2	0	11	.	7
32	COc1ccc(NC(=O)c2cc(-c3ccccc3Cl)on2)cc1OC	-61	7	-2	-82	-15	15
33	O=C(NCc1ccccc1)C1=C[C@@H](C2CC2)C[C@@H](OCc2ccc(CO)cc2)O1	-5	-8	-7	-22	-15	-5
34	C/C(=N\NC(=O)Cc1ccc(Cl)cc1)c1ccccc1O	19	15	24	-22	12	-17
35	O=C(CNC(=O)C12CC3CC(CC(C3)C1)C2)OCc1ccc(F)cc1Cl	-13	25	-8	6	-1	-6
36	CC(Nc1ccccc1)c1cc(Cl)ccc1O (stereo not drawn)	3	-2	-9	9	-4	-9
37	CC1(C(=O)Nc2cccc(OC(F)(F)F)c2)Cc2c(-c3cccc(C(N)=O)c3)ccnc2O1 (stereo not drawn)	30	11	15	14	.	2
38	Cc1cc(N(C)C)c(C#N)c(NCc2ccccc2)n1	-13	-26	-8	-11	-20	4
39	Cc1ccccc1OCC(=O)OCC(=O)NCc1ccccc1	-2	7	-9	23	-1	14
40	CCC(=O)Nc1cc(C(F)(F)F)ccc1N1CCOCC1	0	-7	1	14	-2	1
41	O=C(Nc1ccc(Br)cn1)C1CCN(S(=O)(=O)c2cccs2)CC1	8	22	15	-4	20	16
42	CCOC(=O)N1CCN(CC(=O)Nc2cccc(Br)c2)CC1	21	10	-11	7	6	-14
43	CC(=O)c1ccc(S(=O)(=O)N2CCC(C(=O)Nc3ncc(C)s3)CC2)cc1	12	2	10	15	-1	-1
44	CSc1cccc(N2CC(C(=O)Nc3ccccc3N3CCCC3)CC2=O)c1 (stereo not drawn)	16	-10	-11	10	3	-2
45	O=C(CNC(=O)c1cccs1)NCC(=O)OCc1ccc(Cl)cc1Cl	4	-9	-6	10	2	0
46	COc1cc(/C=C/C(=O)OCC(=O)Nc2c(C)n(C)n(-c3ccccc3)c2=O)cc(OC)c1OC	-10	2	14	-2	0	-5
47	CC(C)[C@H](NC(=O)NCc1ccc(Cl)cc1)C(=O)O	-2	-11	-11	-8	-7	2

no.	NR2E3 ag-1	NR2E3 ag-2	TROY NFkB inh	TWEAK Fn14 block	CF NFkB inh
25	-3	-21	-4	0	6
26	2	2	-6	14	0
27	-1	-13	-5	-3	1
28	1	14	6	-4	-2
29	.	1	-4	-16	-22
30	1	-51	-8	6	-4
31	.	-9	8	-17	-10
32	2	-3	-4	-24	-13
33	7	2	-5	-7	-16
34	-2	-35	6	-38	16
35	0	-8	-17	3	-16
36	-2	1	-4	9	14
37	.	-14	10	4	-17
38	2	-41	21	-3	-15
39	0	-2	14	23	-11
40	1	-16	4	-12	8
41	1	-4	16	42	2
42	1	-7	12	-6	10
43	.	-1	-22	13	1
44	-3	-8	0	-1	-3
45	1	-5	-9	-4	7
46	2	18	6	-1	-3
47	0	4	10	8	5

# Arranged by value in TWEAK Fn14 block (largest number first): 3 of the compounds above
No.	Molecule	Peg3 promoter	Shn3 inh set2	HIF-2a block	TRPM1 prom inh	NR2E3 ag-1	NR2E3 ag-2	TWEAK Fn14 block	CF NFkB inh
36	CC(Nc1ccccc1)c1cc(Cl)ccc1O (stereo not drawn)	3	-2	9	-4	-2	1	9	14
35	O=C(CNC(=O)C12CC3CC(CC(C3)C1)C2)OCc1ccc(F)cc1Cl	-13	25	6	-1	0	-8	3	-16
40	CCC(=O)Nc1cc(C(F)(F)F)ccc1N1CCOCC1	0	-7	14	-2	1	-16	-12	8

# High-throughput results as filed in PubChem.
